Compound activity (PubChem BioAssay)
SW480 rereplic: induces DNA re-replication in SW480 colon adenocarcinoma cells | Potency, µM (top dose mostly 46.1 µM), for the others: at the highest dose re-replication activation, usual class: activators | SW480 DNA re-replication, Hoechst DNA content imaging, 48 h | 340,000 tested, 1.8% active; also: % of control where 0% means no effect; nearly all actives have a fitted effect of over 55% in size
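Readout is total intensity of Hoechst-stained nuclei, excited at 405 nm and collected at 500-530 nm. Compound treatment lasted 48 hr at 37 C in 5% CO2 before staining.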
GLP-1R inv ag: acts as inverse agonist at human GLP-1 receptor; 410,000 tested, 1.6% active; Potency, µM (titrated, usually from 38.3 µM), without a hit: at the highest dose activity change, negative = inhibition, usual class: inhibitors; P43220; HEK293 GLP-1R CRE-luciferase, luminescence, 24 h; GLP-1R form is constitutively active; also: % is scaled to controls: 0 for no effect and ±100 for the full control effect; nearly all actives have a fitted effect of over 55% in size
Target sequence (P43220 whole entry, looked up): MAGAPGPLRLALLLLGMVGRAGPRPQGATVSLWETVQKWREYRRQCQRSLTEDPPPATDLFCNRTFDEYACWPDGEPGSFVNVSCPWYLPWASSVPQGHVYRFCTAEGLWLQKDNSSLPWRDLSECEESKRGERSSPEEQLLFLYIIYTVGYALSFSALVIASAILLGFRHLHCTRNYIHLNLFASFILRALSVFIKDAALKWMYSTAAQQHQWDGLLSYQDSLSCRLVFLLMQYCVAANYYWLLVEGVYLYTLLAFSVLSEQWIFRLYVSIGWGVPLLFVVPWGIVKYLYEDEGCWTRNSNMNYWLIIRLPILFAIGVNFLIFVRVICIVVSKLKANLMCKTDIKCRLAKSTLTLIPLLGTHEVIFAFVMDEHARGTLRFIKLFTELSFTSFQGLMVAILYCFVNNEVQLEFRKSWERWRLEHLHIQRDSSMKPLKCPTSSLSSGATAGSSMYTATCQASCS
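Seeding at 200 cells/uL, 12 h culture, 24 hr compound treatment, then luciferase reagent and a luminescence read; cells are HEK293 stably expressing a constitutively active GLP-1R plus cAMP-responsive luciferase.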
HEK293 tox: cytotoxicity counter-screen for GLP-1 receptor inverse agonists; HEK293 cAMP-luciferase reporter cells, luminescence, 24 h; Potency, µM (titrated, usually from 38.3 µM), for the others: at the top dose activity change, negative = inhibition, most hits filed as inhibitors; 410,000 tested, 0.13% active; AID 624418;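 also: loss of luciferase light is scored as toxicity; % is scaled to controls: 0 for no effect and ±100 for the full control effect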
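Cells in DMEM/10% Nu serum/1% pen-strep, 1536-well format. Pre-incubated 12 h, dosed with 23 nL compound, incubated a further 24 h. Luciferase detection, 12 min at room temp, luminescence.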
TDP-43 yeast inh: inhibitors of TDP-43 toxicity in yeast | TDP-43 expressing yeast growth rescue, BacTiter-Glo, 24 h | Potency, µM (series often up to 46.1 µM), without a hit: at the top dose growth rescue (activation), hits mostly activators | 410,000 tested, 1.8% active | AID 652104; also: % of control where 0% means no effect; nearly all actives have a fitted effect of over 50% in size
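Growth rescue of TDP-43-toxic yeast measured as ATP luminescence (BacTiter-Glo). Cells grown to mid-log in raffinose, induced in galactose at OD600=0.02, exposed to compound 24 hr at 30 deg C.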
KB-3-1 tox: kills parental KB-3-1 adenocarcinoma cells; KB-3-1 viability, CellTiter-Glo ATP luminescence, 72 h; Potency, µM (top dose mostly 46.1 µM), for the others: at the highest dose activity change, negative = cytotoxic, actives largely listed as cytotoxic; 400,000 tested, 1.4% active; AID 1347075; also: % is scaled to controls: 0 for no effect and ±100 for the full control effect; nearly all actives have a fitted effect of over 60% in size
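Cells are dispensed, compounds pinned in, plates held at 37 °C for 72 h, then CellTiter-Glo is added and luminescence read after 10 minutes. Cell line: parental KB-3-1 in phenol-red-free DMEM, 10% FBS.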
GLP1R ag: agonists of human GLP-1 receptor. Potency, µM (series often up to 45.6 µM), without a hit: top-dose activation, usual class: activators. P43220. 380,000 tested, 0.007% active. HEK293 GLP-1R CRE-luciferase, luminescence, 4-6 h; cells express a hypersensitive GLP-1R form. AID 624172; also: % of control where 0% means no effect
KB-V1 MDR tox: KB-V1 MDR subline cytotoxicity | 400,000 tested, 3.4% active | Potency, µM (top dose mostly 46.1 µM), for inactives: at the top dose activity change, negative = cytotoxicity, most hits filed as cytotoxic | KB-V1 MDR cells viability, CellTiter-Glo, 72 h; also: % is scaled to controls: 0 for no effect and ±100 for the full control effect; nearly all actives have a fitted effect of over 60% in size
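Luminescent ATP read-out (CellTiter-Glo, 10 min) measures survival of drug-selected KB-V1 MDR cells after 72 h, 37 degrees C compound exposure. Medium: phenol-red-free DMEM, 10% FBS. Values from fitted concentration-response curves.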
HT1080 IDH1KD tx: toxicity to HT-1080 IDH1 knockdown cells (counter line) | HT-1080 IDH1 knockdown viability, ATP luminescence, 48 h | Potency, µM (doses to about 46.1 µM), without a hit: top-dose activity, negative = toxicity, actives largely listed as cytotoxic | 360,000 tested, 2% active | AID 686971;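 also: 0% = DMSO wells and -100% = cell-free medium wells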
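Luminescent ATP read-out (CellTiter-Glo, 10 min at room temperature) after 48 h compound exposure at 37 °C gave viability of IDH1-knockdown HT-1080 cells. Activity was normalised to DMSO and cell-free wells, then fitted as concentration-response curves.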
HT1080-NT tox: kills 2HG-producing HT-1080-NT fibrosarcoma cells; HT-1080-NT fibrosarcoma viability, CellTiter-Glo ATP luminescence, 48 h; Potency, µM (doses to about 46.1 µM), without a hit: top-dose activity, negative = less viability, actives largely listed as cytotoxic; 360,000 tested, 1.6% active; AID 686970;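 also: NT is the 2HG producing partner of a matched IDH1 knockdown line; 0% = DMSO-treated cells and -100% = media-only wells without cells; nearly all actives have a fitted effect of over 55% in size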
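Luminescent CellTiter-Glo readout after 48 hours of compound exposure at 37 degrees C defined viability of HT-1080-NT cells. Activity was normalized to DMSO wells and cell-free media wells; concentration-response curves were fitted and assigned curve classes.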
* marks the source's active call; other numbers are inactive results; & = joins results of further samples; [ ] = remark or other dose. Calls follow the shape of the dose curve; as a rule, active = well fitted curve in the direction sought with a large enough effect; inconclusive = small, poorly fitted or top-dose-only effect, or another doubt; inactive = no such curve, though single readings can be large; an effect the other way counts as inactive or inconclusive. Potency is read from the fitted curve at half-maximal effect. This is a random part of the collection. Share with any hit: about 9.4%.

`C#CCn1c(=NC(=O)c2ccc(S(=O)(=O)N3CCCc4ccccc43)cc2)sc2cc(S(N)(=O)=O)ccc21` gave SW480 rereplic 1%, GLP-1R inv ag 3%, HEK293 tox 21%[1.53 µM], TDP-43 yeast inh -6%, KB-3-1 tox inconclusive, GLP1R ag -15%, KB-V1 MDR tox -8%, HT1080 IDH1KD tx -15% and HT1080-NT tox -9%.
For Cc1ccc2nc(-c3ccco3)c(Nc3ccccc3)n2c1 the results were SW480 rereplic inconclusive, GLP-1R inv ag 2%, HEK293 tox 59%[activator], TDP-43 yeast inh -15%, KB-3-1 tox -7%, GLP1R ag 21%, KB-V1 MDR tox 10µM*, HT1080 IDH1KD tx -7%&-3% and HT1080-NT tox -9%&-5%.
OC(COc1c(F)cc(Br)cc1F)CN1CCc2ccccc2C1 (configuration not stated) was read as SW480 rereplic -4%, GLP-1R inv ag inconclusive, HEK293 tox 2%, TDP-43 yeast inh -13%, KB-3-1 tox 2%, GLP1R ag -4%, KB-V1 MDR tox -2%, HT1080 IDH1KD tx 1% and HT1080-NT tox -2%.
CCn1cc(/C=N\NC(=O)c2cc(-c3ccccc3OC)nc3ccccc23)c(C)n1 was read as SW480 rereplic 7%, GLP-1R inv ag 16%, HEK293 tox 0%, TDP-43 yeast inh 10%, KB-3-1 tox inconclusive, GLP1R ag 6%, KB-V1 MDR tox -1%, HT1080 IDH1KD tx 5% and HT1080-NT tox 7%.
`COc1ccc(C2NC(=O)c3sc4nc(C)c(C(C)=O)c(-c5ccc(Cl)cc5)c4c3N2)cc1` (configuration not stated) gave SW480 rereplic inconclusive, GLP-1R inv ag 28%, HEK293 tox 109%[activator], TDP-43 yeast inh -1%, KB-3-1 tox -15%, GLP1R ag 22%, KB-V1 MDR tox -13%, HT1080 IDH1KD tx 2% and HT1080-NT tox 5%.
`O=C(Cc1c(Cl)cccc1Cl)Nc1ccncc1` gave SW480 rereplic -18%, GLP-1R inv ag -17%, HEK293 tox 0%, TDP-43 yeast inh -16%, KB-3-1 tox 0%, GLP1R ag 2%, KB-V1 MDR tox 9%, HT1080 IDH1KD tx -3% and HT1080-NT tox -12%.
Screening Cc1cc2c(cc1S(=O)(=O)Nc1cccc(Cl)c1C)n(C)c(=O)c(=O)n2C returned GLP-1R inv ag -2%, HEK293 tox 3%, TDP-43 yeast inh 17%, KB-3-1 tox 15% and KB-V1 MDR tox inconclusive.
COC(=O)[C@H]1C[C@@H]1[C@H](NC(=O)c1ccccc1)c1ccccc1 was read as SW480 rereplic -12%, GLP-1R inv ag 14%, HEK293 tox 6%, TDP-43 yeast inh 6%, KB-3-1 tox 2%, GLP1R ag -2%, KB-V1 MDR tox -16%, HT1080 IDH1KD tx 1% and HT1080-NT tox -1%.
For O=C(CC1C(=O)NCCN1Cc1cccc(F)c1F)NC1CCCCCC1 (configuration not stated) the results were SW480 rereplic -3%, GLP-1R inv ag 0%, HEK293 tox -1%, TDP-43 yeast inh 10%, KB-3-1 tox -14%, GLP1R ag 2%, KB-V1 MDR tox -4%, HT1080 IDH1KD tx 7% and HT1080-NT tox 13%.
For CCOC(=O)N1CCC(NC(=O)CN2C(=O)COc3ccc(C(C)(C)C)cc32)CC1 the results were SW480 rereplic -3%, GLP-1R inv ag -20%, HEK293 tox -12%, TDP-43 yeast inh 16%, KB-3-1 tox 0%, GLP1R ag 17%, KB-V1 MDR tox inconclusive, HT1080 IDH1KD tx 18% and HT1080-NT tox 12%.
Screening CC(C)(C)OC(=O)n1cc(C(=O)c2ccccc2O)cn1 returned SW480 rereplic -3%, GLP-1R inv ag -11%, HEK293 tox -8%, TDP-43 yeast inh -31%[inhibitor], KB-3-1 tox 8%, GLP1R ag 1%, KB-V1 MDR tox 10%, HT1080 IDH1KD tx 9% and HT1080-NT tox 7%.
For CCOC(=O)c1c(S(=O)(=O)NCC(=O)N2CCN(c3ccccc3)CC2)c(C)n(C)c1C the results were SW480 rereplic 3%, GLP-1R inv ag 32%&-5%[activator], HEK293 tox -1%&8%, TDP-43 yeast inh -2%&-5%, KB-3-1 tox 27%&4%, GLP1R ag -1%, KB-V1 MDR tox -8%&-13%, HT1080 IDH1KD tx -3% and HT1080-NT tox 3%.
For COc1cccc(C2CC(=O)Nc3cc(OC)c(OC)cc32)c1 (configuration not stated) the results were SW480 rereplic inconclusive, GLP-1R inv ag 61%[activator], HEK293 tox -3%, TDP-43 yeast inh -4%, KB-3-1 tox 21%, GLP1R ag -3%, KB-V1 MDR tox -7%, HT1080 IDH1KD tx 9% and HT1080-NT tox -2%.
CCC(Oc1ccccc1OC)C(=O)Nc1ccc2c(c1)OCO2 (configuration not stated) was read as SW480 rereplic -5%, GLP-1R inv ag -13%, HEK293 tox -3%, TDP-43 yeast inh -6%, KB-3-1 tox inconclusive, GLP1R ag 16%, KB-V1 MDR tox 0%, HT1080 IDH1KD tx -7% and HT1080-NT tox 4%.
For Cn1c(SCc2nc3ccccc3n2CCO)nc2ccccc21 the results were SW480 rereplic -9%, GLP-1R inv ag -2%, HEK293 tox -4%, TDP-43 yeast inh 3%, KB-3-1 tox 4%, GLP1R ag -5%, KB-V1 MDR tox 2%, HT1080 IDH1KD tx 19% and HT1080-NT tox 22%.
Cc1ccc2nc(C)cc(SCC(=O)N/N=C/c3ccco3)c2c1 was read as SW480 rereplic 18%, GLP-1R inv ag inconclusive, HEK293 tox -27%, TDP-43 yeast inh 5%, KB-3-1 tox 4%, GLP1R ag 9%, KB-V1 MDR tox 0%, HT1080 IDH1KD tx inconclusive and HT1080-NT tox -10%.
For COCCn1c(C)cc(C(=O)COc2ncnc3ccc(Br)cc23)c1C the results were SW480 rereplic -7%, GLP-1R inv ag -1%, HEK293 tox -4%, TDP-43 yeast inh -31%[inhibitor], KB-3-1 tox inconclusive, GLP1R ag 5%, KB-V1 MDR tox 3%, HT1080 IDH1KD tx 0% and HT1080-NT tox -6%.
Screening CCOC(=O)c1c(C)[nH]c(C)c1S(=O)(=O)NCC(=O)NCc1ccc(C)cc1 returned GLP-1R inv ag 7%, HEK293 tox 3%, TDP-43 yeast inh 13%, KB-3-1 tox 1% and KB-V1 MDR tox 1%.
Screening Clc1ccccc1Nc1nc(-c2ccncc2)nc2ccccc12 returned SW480 rereplic inconclusive, GLP-1R inv ag inconclusive, HEK293 tox -1%, TDP-43 yeast inh 35µM*, KB-3-1 tox -4%, GLP1R ag 22%, KB-V1 MDR tox -2%, HT1080 IDH1KD tx -8% and HT1080-NT tox -4%.
For O=C1CN(C(=O)COC(=O)c2c(F)cccc2Cl)c2ccccc2N1 the results were SW480 rereplic -3%, GLP-1R inv ag -12%, HEK293 tox -13%, TDP-43 yeast inh 14%, KB-3-1 tox 5%, GLP1R ag 17%, KB-V1 MDR tox inconclusive, HT1080 IDH1KD tx 12% and HT1080-NT tox 0%.

Brought forward from above: 2 entries, followed by the next part.
Screening Clc1ccccc1Nc1nc(-c2ccncc2)nc2ccccc12 returned SW480 rereplic inconclusive, GLP-1R inv ag inconclusive, HEK293 tox -1%, TDP-43 yeast inh 35µM*, KB-3-1 tox -4%, GLP1R ag 22%, KB-V1 MDR tox -2%, HT1080 IDH1KD tx -8% and HT1080-NT tox -4%.
For O=C1CN(C(=O)COC(=O)c2c(F)cccc2Cl)c2ccccc2N1 the results were SW480 rereplic -3%, GLP-1R inv ag -12%, HEK293 tox -13%, TDP-43 yeast inh 14%, KB-3-1 tox 5%, GLP1R ag 17%, KB-V1 MDR tox inconclusive, HT1080 IDH1KD tx 12% and HT1080-NT tox 0%.
For NC(=O)c1ccccc1NC(=O)COC(=O)CSCc1cccc(Cl)c1 the results were SW480 rereplic -23%, GLP-1R inv ag 1%, HEK293 tox -7%, TDP-43 yeast inh inconclusive, KB-3-1 tox -13%, GLP1R ag 0%, KB-V1 MDR tox 2%, HT1080 IDH1KD tx -2% and HT1080-NT tox -1%.
COCCNC(=S)N/N=C(\C)c1ccc(-n2ccnc2)cc1 was read as SW480 rereplic 7.1µM*, GLP-1R inv ag 0%, HEK293 tox inconclusive, TDP-43 yeast inh -34%, KB-3-1 tox -27%, GLP1R ag 26%, KB-V1 MDR tox inconclusive, HT1080 IDH1KD tx 10µM* and HT1080-NT tox inconclusive.
Screening CC(=O)N1CCc2cc(S(=O)(=O)CCC(=O)N3CCN(C(=O)c4ccco4)CC3)ccc21 returned SW480 rereplic -3%[9.22 µM], GLP-1R inv ag 17%, HEK293 tox -2%, TDP-43 yeast inh 0%, KB-3-1 tox 2%, GLP1R ag -6%, KB-V1 MDR tox 4%, HT1080 IDH1KD tx -20% and HT1080-NT tox 8%.
Screening FC(F)(F)Oc1ccc(-c2cn3cccnc3n2)cc1 returned SW480 rereplic -9%, GLP-1R inv ag 5%, HEK293 tox 0%, TDP-43 yeast inh 12%, KB-3-1 tox 2%, GLP1R ag 11%, KB-V1 MDR tox -3%, HT1080 IDH1KD tx 0% and HT1080-NT tox 11%.
For COc1ccccc1C(CNc1ccc(S(=O)(=O)N2CCCC2)cc1[N+](=O)[O-])N(C)C (configuration not stated) the results were SW480 rereplic 9%, GLP-1R inv ag inconclusive, HEK293 tox -1%, TDP-43 yeast inh 2%, KB-3-1 tox -3%, GLP1R ag -1%, KB-V1 MDR tox 12µM*, HT1080 IDH1KD tx -2% and HT1080-NT tox inconclusive.
For CCCc1n[nH]c(=O)c2c1nnn2Cc1ccccc1F the results were SW480 rereplic -3%, GLP-1R inv ag 63%[activator], HEK293 tox 2%, TDP-43 yeast inh -28%, KB-3-1 tox -2%, GLP1R ag 25%, KB-V1 MDR tox -19%, HT1080 IDH1KD tx 10% and HT1080-NT tox 7%.
For C[C@H]1CN=C(Nc2ccccc2)N1CCCC1CCCC1 the results were SW480 rereplic 1%, GLP-1R inv ag -22%, HEK293 tox 1%, TDP-43 yeast inh 21%, KB-3-1 tox -17%, GLP1R ag -1%, KB-V1 MDR tox -12%, HT1080 IDH1KD tx -9% and HT1080-NT tox -12%.
